High-throughput results: PubChem, NCI
Growth percent in the NCI-60 one-dose screen (48 h, 10 µM unless noted): 100 = growth as untreated, 0 = no growth, -100 = all killed.
DU-145: DU-145 prostate cancer | 81,000 tested, 4.2% active | AID 1794760
SN12C: SN12C renal cancer cells; 81,000 tested, 3.8% active
PC-3: PC-3 prostate cancer cells | 80,000 tested, 3.9% active | AID 1794754
SF-295: SF-295 CNS cancer cells. 79,000 tested, 5.6% active
786-0: 786-0 renal cancer cells; 81,000 tested, 5.1% active; AID 1794775
U251: U251 CNS tumor cells | 80,000 tested, 5.4% active | AID 1794753
SF-268: SF-268 CNS cancer cells. 82,000 tested, 3.1% active
UO-31: UO-31 renal cancer; 81,000 tested, 5.2% active; AID 1794768
SF-539: SF-539 CNS cancer | 81,000 tested, 6.8% active
The depositor's hits bear a star; / = no result given; & = joins results of further samples; [ ] = remark or other dose. The calls were made as follows: active = growth percent below 10; inactive = the rest.

compound,DU-145,SN12C,PC-3,SF-295,786-0,U251,SF-268,UO-31,SF-539
NN1c2nc3c(cnn3-c3ccccc3)c(=O)n2NC1c1ccccc1O (stereo unspecified),106,93,89,93,108,105,95,77,92
CCCCCCCCCCCCCCCC(=O)N1CCOCC1,102,99,82,100,94,92,91,78,99
COc1ccccc1[C@H]1C(C(=O)c2ccc(O)cc2)C2(N[C@@H]1c1ccccc1)C(=O)Nc1ccccc12 (stereo partly specified),105,73,57,70,82,87,85,61,95
N#Cc1cn(-c2ncc(C(N)=O)c(N)n2)nc1-c1ccc(Cl)cc1,81,95,81,103,78,88,81,54,93
Cc1cc(C)c(NC(=O)c2sc3nc4c(cc3c2N)CCCC4)c(C)c1,70,50,54,29,47,28,49,62,27
O=C1[C@@H]2Cc3c([nH]c4ccccc34)[C@H](c3ccc(Cl)cc3)N2C(=O)CN1C1CCN(Cc2c(Cl)cccc2Cl)CC1,92,88,77,105,110,95,79,63,96
CN(C)c1ccc(C(c2ccc(N(C)C)cc2)c2ccc(N(C)C)cc2)cc1,103,91,81,98,95,48,101,96,106
Cc1c(N)c(=O)n(-c2ccccc2)n1C,121&107,104&94,109&94,134&100,99,99&110,111&99,88,103&93
COc1ccc([C@H]2Nc3c(c(C(C)(C)C)nn3-c3ccccc3)C(=O)[C@]23CCCC3=O)cc1,108,94,80,94,104,93,104,73,102
C1=C(c2ccccc2)N=C(c2nccc3ccccc23)C1(c1ccccc1)c1ccccc1,120,105,81,102,92,87,101,68,99
COc1ccc(C2C3=C(COC3=O)N(CCO)c3cc4c(cc32)CCC4)cc1 (stereo unspecified),79,95,55,16,55,42,74,76,57
Cc1ccc(C(=O)CSc2nc3ccc(C)cc3c(=O)n2-c2ccccc2)cc1,98,92,93,88,95,108,106,95,82
CC(C)c1ccccn1,103,102,100,99,99,99,92,90,98
CCCCCCCCCCCn1nnnc1N,100,83,87,100,90,79,89,33,93
Cc1nc(Nc2nc(-c3ccccn3)nc(C(Cl)(Cl)Cl)n2)sc1C,77,87,82,67,86,73,84,85,81
CC(C)NCCCNC1=C(Cl)C(=O)c2ccccc2C1=O,48,92,58,57,113,53,92,82,119
O=CNCC1(c2ccccc2)CCN(Cc2ccccc2)CC1,115,101,111,100,98,108,105,88,106
COc1ccc(CCl)cc1[N+](=O)[O-],105,115,71,102,97,97,101,91,97
COc1ccc(C(=O)c2ccccc2O)c(O)c1,109&110,98&104,95&94,96&107,103&105,99&99,102&107,81&90,105&101
C(=C\c1ccccn1)/c1ccccc1,105,108,/,102,90,96,101,99,107
O=[N+]([O-])c1ccc(/C=N\N=C\c2ccc([N+](=O)[O-])cc2)cc1,111,99,91,95,107,99,112,88,101
COc1cccc2c1[C@H](OC)[C@]13O[C@@]1(C2=O)[C@H](O)[C@H](C)[C@@](O)(C(=O)[C@@H]1O[C@H]1C)[C@@H]3O,-21*,-8.8*,-19*,-22*,-17*,-13*,-25*,-16*,-29*
COc1cc(-c2nn(-c3cccc(NC(=O)CN(C(C)C)C(C)C)c3)cc2-c2ccncc2)ccc1Cl,105,101,99,103,95,112,96,79,105
O=c1c2cccc3c(NC4CCCCC4)ccc(c32)c2nc3ccccc3n12,99,87,80,/,108,/,100,41,96
CC(=O)NC1C(Nc2ccc(S(=O)(=O)NC(C)=O)cc2)OC(CO)C(O)C1O (stereo unspecified),106,110,108,96,100,106,97,87,105

Later entries.
compound,DU-145,SN12C,PC-3,SF-295,786-0,U251,SF-268,UO-31,SF-539
O=C(O)c1cc(-c2ccc(Cl)cc2)c2sc(=O)[nH]c2n1,109,91,96,103,98,96,108,90,105
Cc1noc(-c2[nH]c(C)c3c2CCCCC3=O)n1,91,70,/,71,63,77,90,40,72
O=C(C1CCN(CCc2ccccc2)CC1)N1CCOCC1,112,106,110,97,109,105,106,/,102
FC(F)(F)C(F)(F)c1nc2nc(Cl)c(Cl)nc2[nH]1,118,103,103,108,99,105,/,103,101
Cc1cccc2cc(-c3cc4ccccc4[nH]3)/c(=N\NC(=O)c3ccc(Cl)cc3)oc12,104,88,83,91,92,93,88,84,82
CC(C(=O)c1c([O-])on[n+]1-c1ccccc1)n1cnnc1 (stereo unspecified),106,103,97,95,106,97,105,77,109
COc1cc(N2C(=O)CC3C4CCC(=O)N4c4cc(OC)c(OC)c(OC)c4C32)cc(OC)c1OC (stereo unspecified),100,105,98,95,103,101,98,92,102
COC(=O)c1nc(N)nc(C(=O)OC)c1C(=O)c1cccnc1,112,101,99,95,107,102,102,90,99
COc1c(O)c(O)cc2c3c(oc12)CC(c1ccc(N(C)C)cc1)CC3=O (stereo unspecified),97,96,88,104,96,91,92,64,97
O=c1[nH][n+](-c2ccc(Br)cc2)no1,58,67,71,21,59,73,33,23,7.1*
Cc1cccc(CC(CC(=O)O)C(=O)O)c1 (stereo unspecified),109,104,82,103,91,98,103,101,94
COC(=O)c1cc(C(=O)C(C)Br)n2c1ccc1c3ccccc3ccc12 (stereo unspecified),65,67,80,79,89,51,97,50,73
c1ccc(-c2nc(-c3ccccc3)nc(-c3ccccc3)n2)cc1,111,100,81,106,106,111,98,71,93
CC1Cc2c(N(C)C)ncnc2N(C)c2ccc(Cl)cc21 (stereo unspecified),52,48,33,3.4*,31,27,45,59,4.8*
Cc1ccc(S(=O)(=O)N/N=C/c2cccs2)cc1,110,96,/,99,105,100,103,75,106
COc1cc(/C=N/Nc2nnc3n2N=C(c2ccccc2)CS3)ccc1O,107,100,98,110,111,101,94,83,95
C=CCC(O)c1ccc2c(c1)OCO2 (stereo unspecified),105,109,99,109,114,94,99,90,109
COc1cccc(Oc2nc(Nc3ccc(N4CCOCC4)cc3)ncc2NC(=O)Nc2c(Cl)cccc2Cl)c1,69,71,88,89,98,72,83,89,28
Cc1ccc(-n2nc(C#N)c(N3CCCCC3)n2)cc1,105,94,100,98,97,103,94,90,100
CC(=O)N1CC(=O)NC1=S,105,100,98,102,102,95,98,86,101
COc1ccc(C(=O)c2cc(OC)c(OC)c(OC)c2)cc1OC(=O)CCl,5.3*,32,17,17,29,-17*,37,45,1.9*
CC[C@]12CC(C(=O)OC)=C3Nc4ccccc4[C@@]34CCN(C14)[C@@H]1c3cc4c(cc3O[C@@H]1[C@H]2O)NC1=C(C(=O)OC)C[C@@]2(CC)C3N(CC[C@@]143)C[C@H]1O[C@H]12 (stereo partly specified),42,31,10,9.1*,23,19,29,7.3*,16
C/C(=N\O)c1ccc(NC(=O)CN2CCN(c3cc4c(cc3F)c(=O)c(C(=O)O)cn4C3CC3)CC2)cc1,116,102,100,/,91,102,107,86,103
Cn1cc(C2=C(c3cccc4ccccc34)C(=O)NC2=O)c2cccnc21,101,98,111,107,97,97,96,89,98
CCOC(=O)C(=Cc1ccccc1)C(=O)OCC,66,90,100,113,98,89,91,85,103

As entered above:
SN12C with O=C1[C@@H]2Cc3c([nH]c4ccccc34)[C@H](c3ccc(Cl)cc3)N2C(=O)CN1C1CCN(Cc2c(Cl)cccc2Cl)CC1 → 88
UO-31 with O=C(O)c1cc(-c2ccc(Cl)cc2)c2sc(=O)[nH]c2n1 → 90
U251 with COc1cc(N2C(=O)CC3C4CCC(=O)N4c4cc(OC)c(OC)c(OC)c4C32)cc(OC)c1OC (stereo unspecified) → 101

Fetched by compound from the entries so far, 2 records:
compound,DU-145,SN12C,PC-3,SF-295,786-0,U251,SF-268,UO-31,SF-539
O=c1[nH][n+](-c2ccc(Br)cc2)no1,58,67,71,21,59,73,33,23,7.1*
COc1cc(N2C(=O)CC3C4CCC(=O)N4c4cc(OC)c(OC)c(OC)c4C32)cc(OC)c1OC (stereo unspecified),100,105,98,95,103,101,98,92,102

The results go on:
compound,DU-145,SN12C,PC-3,SF-295,786-0,U251,SF-268,UO-31,SF-539
COC(=O)/C=C/C=C(c1ccccc1)c1ccccc1,103,91,85,66,100,46,87,70,86
N#CC1=C(N)Oc2cc(O)ccc2C1c1cc2ccccc2n2nnnc12 (stereo unspecified),120,90,90,101,76,93,103,75,107
COc1ccc(Cc2nn(CC(=O)N/N=C/c3ccc(Cl)cc3)c(=O)c3c(C)noc23)cc1,93,66,79,69,53,71,84,85,59
NC(N)=N/N=C/c1ccccc1,105,103,94,88,103,97,103,88,98
COc1ccc(/C(=N/O)c2cc(F)c(F)c(OC)c2F)cc1O,17,46,22,1.8*,45,18,48,53,-23*
NNC(=O)OCc1ccccc1,99,93,97,97,96,88,102,92,98
CN(Cc1ccccc1)C1=CC(=O)C(N(C)Cc2ccccc2)=CC1=O,120,101,101,113,100,101,109,95,125
COc1cc(-n2c(=O)n(-c3nc4ccc(F)cc4s3)c(=O)c3cccnc32)cc(OC)c1OC,120,106,95,112,113,120,110,77,116
O=C1c2ccccc2C23C(=C(Br)c4ccc(F)cc42)CCCN13 (stereo unspecified),112,100,96,101,94,98,102,94,99
CC(c1ccccc1)N1CSc2nc3ccccc3n2C1 (stereo unspecified),110,97,99,105,104,106,97,89,98
Cc1cc2cc3c(=O)[nH]c(=O)nc-3n(CC(O)C(O)C(O)CO)c2cc1C (stereo unspecified),102,102,100,105,101,96,97,85,92
C[C@H]1[C@H](C)CC[C@]2(C(=O)N3CCNCC3)CC[C@]3(C)C(=CC[C@@H]4[C@@]5(C)CCC(=O)C(C)(C)[C@@H]5CC[C@]43C)[C@H]12,105,92,88,104,93,89,93,73,91
CC(C)OC(=O)CC[C@H](N)C(=O)O,108[20 µM],95[20 µM],91[20 µM],103[20 µM],100[20 µM],98[20 µM],98[20 µM],86[20 µM],97[20 µM]
O=C(C1=C(O)C(=O)N(Cc2cccnc2)C1c1cccnc1)c1cccs1 (stereo unspecified),128,94,58,144,96,103,118,78,91
CC1=C(C)C(=O)C(N2CCC(C)CC2)=CC1=O,103,100,82,104,99,102,107,75,93
COc1ccc(Cc2nnc(SCC(=O)Nc3ccc(Cl)cc3)n2Cc2ccccc2)cc1,103,105,53,103,102,95,88,69,104
OCCc1ccc(Cl)cc1,109,95,96,95,96,92,100,90,94
O=C(Oc1ccc(-c2ccc([N+](=O)[O-])cc2)cc1)c1ccccc1,111,103,86,94,114,98,99,74,85
Cc1nc2ccc(Cl)cn2c1-c1nnc(SCc2ccc(F)cc2)o1,104,85,96,95,77,87,96,53,86
COc1ccc(-c2ccc3ncc(C#N)c(Nc4ccc(F)c(Cl)c4)c3c2)cn1,63,73,84,66,53,46,53,65,65
CCOC(=O)c1c(-c2ccc(F)cc2)c(Cc2ccccc2)n(CCc2ccccc2)c1C,102,90,59,104,99,90,88,91,95
O=c1occc2c1cnc1ccccc12,/,104,94,109,/,101,/,86,98
Oc1c(Br)cc(Br)c(O)c1Br,103,113,91,108,/,97,97,90,109
COC(=O)N/N=C/c1coc2ccc(Cl)cc2c1=O,106,88,74,94,104,97,85,84,100
O=c1ccn2c(n1)OC1CC2OC1COC(c1ccccc1)(c1ccccc1)c1ccccc1 (stereo unspecified),115,103,84,118,113,89[100 µM],119,97,110

Exported with values under each structure: 2 of the compounds above.
Values run as follows: DU-145, SN12C, PC-3, SF-295, 786-0, U251, SF-268, UO-31, SF-539
> OCCc1ccc(Cl)cc1
→ 109, 95, 96, 95, 96, 92, 100, 90, 94
> COc1ccc(/C(=N/O)c2cc(F)c(F)c(OC)c2F)cc1O
→ 17, 46, 22, 1.8*, 45, 18, 48, 53, -23*
